Assay outcomes from PubChem.
RGS4-Gao reg: human RGS4-Galphao interaction regulation. binding response (% of control), % at 10 µM. 220,000 tested, 0.33% active. Multiplexed bead flow cytometry, RGS4-Galphao binding; actives lie on both sides. P09471. AID 1415; in the data active = binding response below about 49% or above about 150%; inactive = in between;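 also: fluorescent Galphao activated with aluminum fluoride binding bead-coupled RGS4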
Bcl-XL Bim block: human Bim-Bcl-XL interaction inhibition; Q07817; Bim peptide-Bcl-XL binding, bead flow cytometry, fluorescence; inhibition, % at 10 µM; 190,000 tested, 0.04% active; AID 1007
Target sequence (Q07817 whole entry, looked up): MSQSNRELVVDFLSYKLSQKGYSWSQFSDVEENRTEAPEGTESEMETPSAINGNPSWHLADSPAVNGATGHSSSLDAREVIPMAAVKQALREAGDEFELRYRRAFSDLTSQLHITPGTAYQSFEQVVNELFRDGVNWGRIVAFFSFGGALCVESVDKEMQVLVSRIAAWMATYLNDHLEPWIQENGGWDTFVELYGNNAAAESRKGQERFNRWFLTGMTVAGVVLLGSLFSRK
Bfl-1 Bim block: disrupts Bim binding to human Bfl-1; Bead-based flow cytometry, Bim-Bfl-1 binding inhibition; 190,000 tested, 0.12% active; inhibition, % at 10 µM; AID 1008;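 also: 0% = wells without compound plus tracer and 100% = blocker peptide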
Mcl1 Bid PPI: Mcl-1/Bid interaction inhibition | Q07820 | TR-FRET Mcl-1/Bid-Dy647 peptide binding, 1536-well | inhibition, % at 21.7 µM | 220,000 tested, 0.97% active | AID 1021;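 active = compounds that cut the binding signal by more than half at the single screening dose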;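 also: His-tagged Mcl-1 with europium anti-His antibody binding Bid BH3 peptide; 0% = Mcl-1 plus peptide wells and 100% = peptide-only wells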
Target sequence (Q07820 whole entry, looked up): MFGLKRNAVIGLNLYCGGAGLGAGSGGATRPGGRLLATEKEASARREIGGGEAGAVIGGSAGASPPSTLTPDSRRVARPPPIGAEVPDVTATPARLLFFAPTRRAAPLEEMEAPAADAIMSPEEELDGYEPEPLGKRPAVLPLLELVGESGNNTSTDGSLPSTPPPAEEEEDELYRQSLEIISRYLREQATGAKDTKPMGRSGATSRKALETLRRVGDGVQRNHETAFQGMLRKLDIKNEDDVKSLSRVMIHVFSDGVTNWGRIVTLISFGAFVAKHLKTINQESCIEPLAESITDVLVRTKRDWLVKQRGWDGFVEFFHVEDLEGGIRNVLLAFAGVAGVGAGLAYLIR
Bcl-2 Bim block: inhibitors of Bim-Bcl-2 interaction, human. P10415. Bead-based flow cytometry, Bim peptide-Bcl-2 binding. inhibition, % at 10 µM. 190,000 tested, 0.06% active. AID 950; in the data active = inhibition above about 40%; inconclusive = no clear call, values can overlap the other calls;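 also: 0% = no compound wells with probe peptide and 100% = reference peptide inhibitor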
Target sequence (P10415 whole entry, looked up): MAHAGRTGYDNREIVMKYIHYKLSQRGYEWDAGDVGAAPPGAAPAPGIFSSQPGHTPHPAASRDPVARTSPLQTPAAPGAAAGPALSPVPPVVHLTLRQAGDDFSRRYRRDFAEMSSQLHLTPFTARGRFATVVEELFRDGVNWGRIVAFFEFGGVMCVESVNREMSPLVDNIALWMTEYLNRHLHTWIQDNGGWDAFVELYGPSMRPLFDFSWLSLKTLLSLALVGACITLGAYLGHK
Bim-Bcl-W: inhibitors of Bim-Bcl-W interaction, human; 190,000 tested, 0.02% active; bead-based flow cytometry, Bim peptide-Bcl-W binding; inhibition, % at 10 µM;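 also: 0% = bound tracer without compound and 100% = peptide blocker; higher means less fluorescent Bim peptide bound to Bcl-W beads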
Target sequence (Q92843 whole entry, looked up): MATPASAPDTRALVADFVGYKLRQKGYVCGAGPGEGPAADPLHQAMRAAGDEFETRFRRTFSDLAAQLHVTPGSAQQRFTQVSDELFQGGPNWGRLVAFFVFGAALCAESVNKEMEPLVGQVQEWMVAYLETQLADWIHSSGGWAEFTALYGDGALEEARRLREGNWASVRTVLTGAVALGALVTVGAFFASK
RGS7-Gao reg: modulates binding of RGS7 to human Galphao | P09471 | Multiplexed bead flow cytometry; actives lie on both sides | binding response (% of control), % at 10 µM | 220,000 tested, 0.35% active | AID 1439; in the data active = binding response below about 49% or above about 150%; inconclusive = no clear call, values can overlap the other calls; inactive = in between;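 also: fluorescent Galphao held in activated GDP-AlF4 state binding bead-coupled RGS7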
Mcl-1 Bim block: inhibitors of Bim-Mcl-1 interaction, human; Q07820; Bead-based flow cytometry, Bim peptide-Mcl-1 binding; inhibition, % at 10 µM; 190,000 tested, 0.1% active; AID 1009;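 also: 0% = no compound tracer wells and 100% = peptide blocker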
Bim-Bcl-B: disrupts Bim peptide binding to human Bcl-B | Q9HD36 | inhibition, % at 10 µM | bead-based flow cytometry | 190,000 tested, 0.073% active;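 also: 0% = tracer peptide without compound and 100% = reference inhibitor peptide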
RGS8-Gao: modulates binding of RGS8 to human Galphao; multiplexed bead flow cytometry; actives lie on both sides; response (percent of control binding), % at 10 µM; 220,000 tested, 0.34% active; AID 1423; in the data active = response below about 60% or above about 140%; inactive = in between;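 also: Galphao activated as the GDP aluminium fluoride complex binding bead-coupled RGS8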
GSH fluor: GSH bead compound fluorescence profile; GSH beads flow cytometry, compound fluorescence 488/530 nm; hits give high values; fluorescence (KMESF) at 10 µM; 190,000 tested, 0.25% active; in the data active = fluorescence above about 89;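 also: glutathione beads carrying GST-tagged Bcl family fusion proteins plus one bare bead set; values are compound well signal with DMSO vehicle wells as background; inactives centre near 16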
Active calls of the source: *; ? = inconclusive; · = no result given. Rule as the data show it, unless noted: active = inhibition above about 40%. Not a hit list, and some 1.8% of all compounds hit somewhere here.

RGS4-Gao reg	Bcl-XL Bim block	Bfl-1 Bim block	Mcl1 Bid PPI	Bcl-2 Bim block	Bim-Bcl-W	RGS7-Gao reg	Mcl-1 Bim block	Bim-Bcl-B	RGS8-Gao	GSH fluor	mol
101.5	-15.0	-21.0	35.0	-12.0	-5.0	97.4	-9.0	-12.0	103.3	39	Cc1nc(=O)c(-c2ccccc2)c(C)n1-c1ccccc1C(=O)O
114.8	-4.0	-3.0	-10.6	-3.0	-2.0	115.9	-1.0	-5.0	113.5	16	CCN(CC(=O)NCCc1ccccc1)S(=O)(=O)c1ccccc1
94.4	-3.0	9.0	-32.2	3.0	-1.0	94.9	0.0	-13.0	86.6	11	CC(C)c1ccc2c(c1)C1(NN=C(c3ccccc3)S1)C(=O)N2 (stereo not drawn)
101.8	-12.0	-18.0	-42.2	-11.0	-1.0	98.9	-6.0	-14.0	101.6	34	COc1ccccc1N1C(=O)CCC1(C#N)c1ccc(Br)cc1 (stereo not drawn)
102.8	-4.0	-6.0	-50.5	0.0	-1.0	103.0	0.0	0.0	101.3	24	CCC(=O)N1CCN(c2ccc(NC(=O)COc3ccccc3[N+](=O)[O-])cc2)CC1
104.0	0.0	-3.0	-4.6	-3.0	-3.0	101.6	-2.0	-1.0	101.9	11	COc1ccc(/C=C(\C#N)C(=O)OCC(=O)N2CC(C)OC(C)C2)cc1 (stereo not drawn)
98.9	-7.0	-11.0	-27.6	-9.0	1.0	95.9	-3.0	-7.0	101.7	15	CCCc1[nH]nc2c1C(CCC)C(C#N)=C(N)O2 (stereo not drawn)
98.2	-1.0	-2.0	·	-2.0	1.0	98.2	0.0	0.0	102.5	34	CC1(C)CC(=O)c2cnc(NC(=O)c3ccco3)nc2C1
102.2	-1.0	-1.0	-10.7	-1.0	-1.0	101.2	-4.0	-2.0	95.9	6	CCCN1CCN(CCCNC(=S)Nc2ccc(OC)cc2)CC1
101.4	-7.0	-9.0	-4.1	-8.0	-3.0	100.5	0.0	-7.0	105.8	21	COc1cc(C(=O)N(C)c2nnc(-c3cccnc3)s2)cc(OC)c1OC
102.3	-2.0	-11.0	-23.5	-9.0	0.0	103.0	0.0	-6.0	103.2	21	O=C(CN1CCN(c2cccc(Cl)c2)CC1)N1CCCC1
99.3	-9.0	-8.0	8.2	-6.0	-6.0	96.2	-2.0	-11.0	101.1	10	Cc1ccc(S(=O)(=O)N(C(=O)c2ccncc2)c2ccc3oc4c(c3c2)CCCC4)cc1[N+](=O)[O-]
97.9	-2.0	1.0	-2.8	-2.0	1.0	99.4	0.0	-1.0	101.4	6	COc1ccccc1NS(=O)(=O)c1cc(N/C(=N\S(=O)(=O)c2ccccc2)c2ccc(F)cc2)ccc1Cl
86.0	-3.0	-4.0	-4.1	-5.0	-1.0	95.7	-2.0	-2.0	95.2	15	FC(F)c1nc2ccccc2[nH]1
97.2	-9.0	-15.0	-10.3	-6.0	-1.0	98.8	-7.0	-9.0	101.8	36	N#Cc1c(N)c(C(=O)c2ccc(Br)cc2)n2c1CCC2
102.9	-9.0	-11.0	-5.8	-7.0	-2.0	99.6	-4.0	-8.0	98.8	9	CC(C)CCOc1ccc(C2=NNC(=O)CC2)cc1
99.2	-3.0	-7.0	-13.2	-4.0	0.0	104.0	0.0	-10.0	101.7	25	CC(=O)c1cccc(N(CC(=O)N2CCCC2)S(C)(=O)=O)c1
96.8	-14.0	0.0	-73.1	-7.0	-19.0	98.7	-45.0	-139.0	99.0	5	Cc1noc(C)c1COc1cccc(C(=O)OCC(=O)NC(=O)c2ccc(OC(F)F)cc2)c1
91.6	-5.0	-5.0	-4.9	0.0	-1.0	88.0	0.0	-4.0	95.9	12	COc1ccccc1C(=O)NNC(=O)c1ccncc1
107.7	-1.0	2.0	0.5	0.0	0.0	105.2	1.0	-3.0	103.2	25	Cc1ccc(-c2csc(N(CC3CCCO3)C(=O)c3ccco3)n2)cc1 (stereo not drawn)
105.7	0.0	2.0	-5.9	-1.0	-4.0	108.9	-3.0	0.0	101.8	7	CC(=O)Nc1ccc(/C=N/NC(=O)CNC(=O)c2ccccc2)cc1
99.5	-2.0	-14.0	-14.4	-9.0	1.0	102.6	-1.0	-8.0	100.0	35	O=C(O)CC1NC(=S)N(c2ccccc2)C1=O (stereo not drawn)
52.8	-6.0	1.0	-12.0	0.0	-7.0	54.9	-5.0	-24.0	56.9*	12	CC1CCCC(C)N1c1nnc(N)s1 (stereo not drawn)
102.2	0.0	-4.0	-14.1	1.0	0.0	?	-1.0	-3.0	100.2	13	CCOc1ccc(NC(=O)CC2C(=O)N(c3ccccc3)C(=O)N2CCOC)cc1 (stereo not drawn)
91.5	-1.0	-2.0	-25.5	-1.0	0.0	?	0.0	-2.0	94.3	21	Cc1nn(Cc2ccc([N+](=O)[O-])cc2)c(=O)n1-c1cccc(Cl)c1
99.9	-6.0	-12.0	-12.5	-13.0	0.0	101.2	-1.0	-8.0	99.1	8	Clc1c(-c2nnc3n2CCCCC3)sc2ccccc12
101.2	-6.0	0.0	-23.6	-1.0	-2.0	103.2	-4.0	-7.0	100.3	5	Cn1c(NC(=O)C[n+]2cc(-c3ccc(Cl)c(Cl)c3)n3c2CCC3)cc(=O)n(C)c1=O
93.2	-2.0	-7.0	-23.0	-5.0	-1.0	95.6	0.0	-3.0	100.3	11	Cc1cc(C)n(-c2ccc(Cl)c(Cl)c2)n1
95.8	-4.0	-17.0	-1.7	-7.0	-2.0	97.6	3.0	-4.0	106.6	13	COc1ccccc1-c1nc2ccccc2nc1-c1ccccc1OC
104.1	4.0	1.0	-22.1	7.0	2.0	99.2	0.0	2.0	97.0	27	CC(C)C[C@H](N)c1nnc(S(=O)(=O)Cc2cccc(F)c2)o1

Nothing new here: an excerpt of the list.
RGS4-Gao reg	Bcl-XL Bim block	Bfl-1 Bim block	Mcl1 Bid PPI	Bcl-2 Bim block	Bim-Bcl-W	RGS7-Gao reg	Mcl-1 Bim block	Bim-Bcl-B	RGS8-Gao	GSH fluor	mol
95.8	-4.0	-17.0	-1.7	-7.0	-2.0	97.6	3.0	-4.0	106.6	13	COc1ccccc1-c1nc2ccccc2nc1-c1ccccc1OC
104.1	4.0	1.0	-22.1	7.0	2.0	99.2	0.0	2.0	97.0	27	CC(C)C[C@H](N)c1nnc(S(=O)(=O)Cc2cccc(F)c2)o1

Continued.
RGS4-Gao reg	Bcl-XL Bim block	Bfl-1 Bim block	Mcl1 Bid PPI	Bcl-2 Bim block	Bim-Bcl-W	RGS7-Gao reg	Mcl-1 Bim block	Bim-Bcl-B	RGS8-Gao	GSH fluor	mol
101.4	-14.0	-10.0	-9.7	-7.0	-9.0	98.7	-5.0	-18.0	103.2	16	O=C(c1cc(=O)[nH]c2ccccc12)N1CCc2ccccc2C1
99.0	-1.0	-2.0	-33.4	-3.0	0.0	99.2	-2.0	-1.0	104.0	13	Nc1ccccc1NC(=O)c1ccccc1N
101.7	1.0	5.0	-96.4	3.0	0.0	99.3	-1.0	1.0	97.5	7	Nc1cc2c(cc1C(=O)c1ccc(Cl)cc1)OCCO2
100.0	0.0	-10.0	-12.6	-4.0	-2.0	106.2	0.0	-5.0	102.8	28	C=CCSc1nc(-c2ccccc2)c(C#N)c(=O)[nH]1
105.7	0.0	-2.0	-2.1	3.0	0.0	106.7	-2.0	-2.0	101.6	13	COC(=O)CSc1n[nH]c(-c2cccnc2)n1
97.1	0.0	-11.0	-8.1	-2.0	-2.0	98.2	1.0	-8.0	99.2	14	O=c1[nH]cnc2sc3c(c12)CCN(Cc1ccccc1)C3
98.0	0.0	0.0	-33.6	-2.0	0.0	103.7	2.0	-6.0	99.9	29	COC(=O)C1=C(CSc2nncn2C)NC(=O)NC1c1cc(C)ccc1C (stereo not drawn)
99.9	-1.0	-11.0	-9.4	-5.0	1.0	96.8	-4.0	-5.0	99.8	23	CC(=O)c1ccc(S(=O)(=O)N(Cc2cc3cc4c(cc3[nH]c2=O)OCCO4)CC2CCCO2)cc1 (stereo not drawn)
106.1	-5.0	-13.0	-13.6	-9.0	0.0	108.1	-4.0	-8.0	108.8	17	Cn1c(=O)[nH]c(=O)c2c1nc(NCc1ccccc1)n2CCCc1ccccc1
91.8	-7.0	-2.0	-0.3	-5.0	-2.0	91.5	-2.0	-7.0	96.6	25	O=C(CSc1nnc2scc(-c3ccc(Cl)cc3)n12)NCc1ccc2c(c1)OCO2

Random excerpt: 2 compounds from above, in no set order.
RGS4-Gao reg	Bcl-XL Bim block	Bfl-1 Bim block	Mcl1 Bid PPI	Bcl-2 Bim block	Bim-Bcl-W	RGS7-Gao reg	Mcl-1 Bim block	Bim-Bcl-B	RGS8-Gao	GSH fluor	mol
98.0	0.0	0.0	-33.6	-2.0	0.0	103.7	2.0	-6.0	99.9	29	COC(=O)C1=C(CSc2nncn2C)NC(=O)NC1c1cc(C)ccc1C (stereo not drawn)
99.9	-1.0	-11.0	-9.4	-5.0	1.0	96.8	-4.0	-5.0	99.8	23	CC(=O)c1ccc(S(=O)(=O)N(Cc2cc3cc4c(cc3[nH]c2=O)OCCO4)CC2CCCO2)cc1 (stereo not drawn)

(further entries)
RGS4-Gao reg	Bcl-XL Bim block	Bfl-1 Bim block	Mcl1 Bid PPI	Bcl-2 Bim block	Bim-Bcl-W	RGS7-Gao reg	Mcl-1 Bim block	Bim-Bcl-B	RGS8-Gao	GSH fluor	mol
95.7	-5.0	-16.0	1.1	-7.0	1.0	98.2	-3.0	-6.0	100.0	22	CCCCOc1ccc(CSC(CC(=O)O)C(=O)O)cc1 (stereo not drawn)
99.0	-3.0	-1.0	-11.2	0.0	-2.0	98.2	-5.0	-4.0	84.9	6	S=C(Nc1ccc(Cl)cc1)N1CCCC1
109.7	-3.0	-4.0	-150.4	-3.0	0.0	108.9	-4.0	-6.0	105.5	11	NC(=S)Nc1ccc(Oc2ccc(NC(N)=S)cc2)cc1
102.9	0.0	0.0	-6.2	1.0	-1.0	103.5	0.0	1.0	103.1	17	O=C(Nc1ccc(/C=C/c2nc3ccccc3o2)cc1)c1ccc(F)cc1
100.6	-7.0	1.0	-19.2	1.0	-5.0	94.5	-5.0	-9.0	101.3	16	CC(=O)CCn1c(=O)n(CCC(C)=O)c(=O)n(CCC(C)=O)c1=O
99.4	-2.0	-5.0	13.6	-6.0	0.0	98.5	0.0	-5.0	100.5	12	CCOC(=O)c1c(-c2ccc(OC)cc2)csc1NC(=O)CCN1CCOCC1
97.8	-4.0	-9.0	45.5	-6.0	0.0	95.4	0.0	-4.0	100.9	5	Cc1cc(=O)oc2cc(NC(=O)c3cc4ccccc4o3)ccc12
88.7	-1.0	-1.0	-1.3	0.0	-3.0	89.1	-2.0	-2.0	90.5	19	Cn1c(SCC(=O)NCCc2ccccc2)nnc1-c1ccco1
